Screening results from PubChem.
Vif imaging: inhibitors of HIV Vif. HEK293T cells, Vif self-association by quenched fluorescence, imaging, 24 h. 0.35% of 340,000 active. inhibition, % at 7.49 µM; in the data active means inhibition above about 50%, passing the limit was not always enough; further: some results filed as inactive read as strong as hits
Granule exo inh: blocks lytic granule exocytosis; AID 651702; 0.66% of 360,000 active; TALL-104 LAMP-1 surface exposure, flow cytometry; cells stimulated with thapsigargin and PMA; inhibition, % at 10 µM;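 active means inhibition above about 55%, limit read from the data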
HIF-2a block: inhibitors of HIF-2a. 786-0 RCC cells HIF-2a reporter, luciferase luminescence, overnight. inhibition, % at 18.8 µM. 0.72% of 360,000 active;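 active means inhibition of the luminescence signal of 40% or more relative to plate controls, in a single-dose primary screen at 18.75 µM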
Peg3 promoter: reduces Peg3 promoter-driven luciferase expression in HeLa; 1.7% of 360,000 active; HeLa PEG-Prom luciferase reporter, luminescence, overnight; inhibition, % at 20 µM;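 active means inhibition of at least 50% at 20 µM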
aDG glyco act: alpha-DG glycosylation activation; 0.22% of 360,000 active; activation, % at 10 µM; Pro5-aDG cells, alpha-DG glycosylation AlphaScreen (IIH6); 0% Pro5, 100% B10-LARGE cell signal;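 active means activation of at least 8% versus controls, or a plate z-score of at least 8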;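 further: Pro5 are CHO cells carrying HIG-tagged alpha-DG that lacks glycosylation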
NR2E3 ag-1: agonists of human nuclear receptor NR2E3; GST-NR2E3/biotin-RetCOR TR-FRET, 1536-well; 0.12% of 320,000 active; Q9Y5X4; AID 2300; inhibition of corepressor binding, % at 4.78 µM;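 active means percent inhibition above the cutoff of mean plus 3 SD of all tested compounds, set per screening campaign, cut at about 20% in these data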;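 further: 0% = DMSO wells and 100% = biotin wells as full block of FRET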
Target sequence (Q9Y5X4 whole entry, looked up): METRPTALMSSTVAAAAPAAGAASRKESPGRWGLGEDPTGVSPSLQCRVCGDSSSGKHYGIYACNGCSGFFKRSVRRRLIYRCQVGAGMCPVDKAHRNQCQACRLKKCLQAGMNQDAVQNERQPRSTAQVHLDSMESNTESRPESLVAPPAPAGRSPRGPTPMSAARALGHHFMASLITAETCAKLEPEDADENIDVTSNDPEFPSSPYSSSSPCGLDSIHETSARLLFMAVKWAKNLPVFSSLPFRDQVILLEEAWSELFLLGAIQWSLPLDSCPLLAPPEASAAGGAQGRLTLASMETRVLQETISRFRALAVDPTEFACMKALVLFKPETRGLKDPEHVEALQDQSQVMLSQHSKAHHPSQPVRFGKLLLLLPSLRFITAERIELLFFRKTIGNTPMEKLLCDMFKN
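Assay system: NR2E3–RetCOR corepressor complex. Quantity: 1.35 nM GST-NR2E3. Buffer or medium: pH 7.5 Tris-based buffer. Reagent: biotinylated RetCOR corepressor at 7 nM final. Schedule: 5 h at 4 °C. Detection: TR-FRET, emission read at 617 and 671 nm. Replicates: one well per compound, singlicate testing.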
iPSC survival up: increases survival of single human iPS cells; AID 602274; hiPSC single-cell survival, ATPlite luminescence; 100% = ROCK inhibitor wells, 0% = DMSO; 0.044% of 360,000 active; survival enhancement, % at 20 µM; in the data active means survival enhancement above about 18%;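 further: cells exposed to compounds for 16 hours before the ATP read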
PDI turbidity: blocks human protein disulfide isomerase activity. inhibition, % at 10 µM. AID 588391. PDI insulin aggregation turbidity, A650, 90 min. 0.052% of 350,000 active;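 active means mean inhibition across replicates of 30% or more, whatever share of single replicates reach that level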;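 further: absorbance from insulin aggregation driven by PDI reduction with DTT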
Target sequence (P07237 whole entry, looked up): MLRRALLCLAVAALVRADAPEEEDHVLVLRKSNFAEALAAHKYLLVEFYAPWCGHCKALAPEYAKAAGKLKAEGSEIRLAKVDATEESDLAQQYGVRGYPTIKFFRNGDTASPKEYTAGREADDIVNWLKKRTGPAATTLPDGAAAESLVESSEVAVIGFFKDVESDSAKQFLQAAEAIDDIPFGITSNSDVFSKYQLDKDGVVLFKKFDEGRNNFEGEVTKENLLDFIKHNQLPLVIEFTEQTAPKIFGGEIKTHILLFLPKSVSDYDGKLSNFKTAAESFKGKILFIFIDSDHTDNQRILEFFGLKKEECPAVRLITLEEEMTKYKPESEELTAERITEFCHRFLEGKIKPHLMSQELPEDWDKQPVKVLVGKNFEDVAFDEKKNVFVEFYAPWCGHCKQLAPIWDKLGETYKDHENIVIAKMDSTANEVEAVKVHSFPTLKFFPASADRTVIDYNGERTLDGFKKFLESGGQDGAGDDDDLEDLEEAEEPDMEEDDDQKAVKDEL
TRPM1 prom inh: reduces MITF-dependent TRPM1 promoter luciferase signal. SK-MEL-5 TRPM1 promoter luciferase, 24 h. 0.83% of 330,000 active. inhibition, % at 12.5 µM;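 active means mean inhibition across replicates of 60% or more, whatever share of single replicates reaches that level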; further: values of inactives mirror those of a sister screen read the other way
NR2E3 ag-2: activates human NR2E3 receptor; Q9Y5X4; CHO-S Gal4-NCOR/VP16-NR2E3 two-hybrid, luciferase; inhibition of corepressor binding, % at 3.98 µM; 0.35% of 360,000 active; AID 602229;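 active means inhibition above the mean of all tested compounds plus 3 SD, cut at about 70% in these data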;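 further: 0% = DMSO with NR2E3 transfected cells and 100% = cells lacking NR2E3 construct; higher means lower luciferase signal from less NR2E3 corepressor binding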
CaV13 ICDI inh: Disruptors of the CACNA1D IQ motif to Ca2+-dependent inactivation inhibitor domain association, primary screening, Förster resonance energy transfer in intact living …; inhibition, % at 12.3 µM; AID 743397; 0.098% of 340,000 active; HEK cells, CFP/YFP FRET ICDI-IQ, plate reader, 10 min; percent FRET-ratio fall versus neutral wells;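 active means mean replicate inhibition of at least 30% and at least 1% of replicates passing that level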;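 further: 0% = median of the neutral control wells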
Starred values were filed as active, the others as inactive; x = no result given. This is a random part of the collection. About 3.5% of those tested had a hit in this group.

SMILES	Vif imaging	Granule exo inh	HIF-2a block	Peg3 promoter	aDG glyco act	NR2E3 ag-1	iPSC survival up	PDI turbidity	TRPM1 prom inh	NR2E3 ag-2	CaV13 ICDI inh
CC1=CC(C)[C@H](/C=N/n2c(=O)[nH]c3c([nH]c4ccc(Br)cc43)c2=O)C(C)C1 (stereo partly specified)	-1	-1	12	93*	-0.2	0	-0.8	5	-2	-6	2
C=C(C)CN(CC)C(=O)CN1C(=O)NC2(CCc3ccccc32)C1=O (stereo unspecified)	0	-11	20	25	-0.1	0	0.2	0	-8	20	-6
CCN1C(=O)CC(N2CCN(c3ccc(OC)cc3)CC2)C1=O (stereo unspecified)	1	2	8	4	-0.1	3	-1.1	4	4	-17	-5
Cc1cccc(NC(=O)c2cc(-c3ccc(C)s3)nc3ccccc23)n1	5	-5	-62	46	-0.7	5	0.1	3	4	-16	-4
CC1=C(C#N)C(c2ccccc2O)C(C#N)=C(C)N1	4	19	19	12	-0.4	0	-0.4	-2	16	-24	-3
CC(C)CNC(=O)Nc1ccccc1F	0	9	-15	-5	0.9	2	1.2	-12	10	-13	-5
CCOC(=O)C(O)(CC(=O)c1ccc(OC)cc1)C(F)(F)F (stereo unspecified)	-1	-3	16	8	0.3	4	-0.1	1	4	-9	-5
CC(C)NC(=O)Nc1ccc2c(c1)C(=O)N([C@H](C)CO)C[C@H](C)[C@@H](CN(C)S(=O)(=O)c1ccccc1)O2	15	16	5	-18	-0.1	x	2.4	6	11	12	-9
O=C(C1CCCCN1S(=O)(=O)c1ccccc1[N+](=O)[O-])N1CCOCC1 (stereo unspecified)	5	-2	19	13	0.2	-1	1.5	-1	3	10	-2
Cn1ccnc1SCC(=O)Nc1cccc(C(F)(F)F)c1	-2	-2	-77	-58	-0.2	3	-0.1	5	-22	-7	x
Cn1c(=O)n(C)c2cc(NC(=O)c3ccc(F)cc3)ccc21	19	-10	-25	-19	0.0	4	1.2	6	0	15	1
C=CC[C@@H](CC(=O)N(CCO)Cc1ccccc1)C(=O)NCCOC(=O)[C@@H](CC=C)Cc1ccc(F)cc1	-12	0	4	5	0.2	x	-0.9	7	11	4	-3
Cc1[nH]n(-c2ccccc2)c(=O)c1N=Nc1ccccc1C(=O)O	-3	21	-120	-66	0.2	5	-0.3	9	19	-94	-2
CCOC(=O)Cc1csc(N/N=C\c2ccccc2OC)n1	-4	-7	-54	-67	-0.1	2	-0.8	14	-12	-34	3
C=CCNC(=S)N1CC2(C)CN(C(=S)NCC=C)CC(C)(C1)C2=O	13	6	15	1	0.1	-4	0.4	-9	-10	7	-21
Cc1nc(C)c(C(=O)OCC(=O)NCc2ccccc2)s1	-2	-7	-12	2	-0.1	2	0.0	0	6	18	-6
COc1cccc(C(=O)N2CCN(C(=O)c3cccc4ccccc34)CC2)c1OC	12	-3	2	10	-0.2	-2	-3.3	-1	6	-8	1
Cc1nc2ccc(NC(=O)N3CCN(c4ccccn4)CC3)cc2s1	x	1	1	-41	0.1	2	-0.7	-15	-3	-24	-6
CC1CCCCN1C(=O)Cc1ccc(F)cc1 (stereo unspecified)	2	4	-9	0	0.0	0	-1.1	5	-1	-10	-4
COc1ccc([C@H]2C[C@@H](n3cc(-c4ccc(F)cc4)nn3)[C@H](O)CN2C(=O)C2CCCCC2)cc1	-20	-1	-1	10	-0.1	x	2.7	6	x	-9	-7
N#CC1=C(N)Oc2ccc3ccc(O)cc3c2C1c1cccnc1 (stereo unspecified)	5	30	4	26	0.0	2	0.4	18	23	10	-6
O=C(c1cccc([N+](=O)[O-])c1)N1CCCC(C(=O)N2CCc3ccccc3C2)C1 (stereo unspecified)	-17	-1	-3	10	-0.1	-2	-0.5	-6	1	-9	-4
COCc1ccc(C(=O)N(C)CC2CCCN(CCc3ccccc3F)C2)o1 (stereo unspecified)	-9	-12	14	-3	0.0	0	0.5	4	-3	-11	-3
CCCCc1c(O)nc2sccn2c1=O	1	-2	13	8	-0.1	2	-0.7	2	7	-28	-4
COc1cc2c(cc1NC(=O)COC(=O)C(CCSC)NC(=O)c1ccccc1Cl)oc1ccccc12 (stereo unspecified)	6	8	-102	-149	0.1	-3	-0.7	7	-27	-33	-5

Compounds above containing a cyano group:
SMILES	Vif imaging	Granule exo inh	HIF-2a block	Peg3 promoter	aDG glyco act	NR2E3 ag-1	iPSC survival up	PDI turbidity	TRPM1 prom inh	NR2E3 ag-2	CaV13 ICDI inh
CC1=C(C#N)C(c2ccccc2O)C(C#N)=C(C)N1	4	19	19	12	-0.4	0	-0.4	-2	16	-24	-3
N#CC1=C(N)Oc2ccc3ccc(O)cc3c2C1c1cccnc1 (stereo unspecified)	5	30	4	26	0.0	2	0.4	18	23	10	-6

Remaining list, next part.
SMILES	Vif imaging	Granule exo inh	HIF-2a block	Peg3 promoter	aDG glyco act	NR2E3 ag-1	iPSC survival up	PDI turbidity	TRPM1 prom inh	NR2E3 ag-2	CaV13 ICDI inh
O=C(C[n+]1cc[nH]c1)c1ccc(Cl)cc1	-3	8	15	8	0.0	x	-0.7	-1	5	-13	-5
Cc1ccc2oc(=S)n(C)c2c1	-2	-4	-1	-16	-0.1	0	-1.3	2	-27	-9	-4
Nc1ccc(C(O)(C(F)(F)F)C(F)(F)F)cc1	-4	-2	24	27	-0.2	6	-1.7	-12	-1	-3	-5
Cc1ccc(C(=O)N2CCC(C)CC2)cc1C	2	3	-104	-57	-0.2	4	0.3	-10	-13	-43	x
O=c1ccnc(SCc2ccccc2Cl)[nH]1	-18	1	19	12	-0.2	2	0.6	-3	3	-3	-4
COc1ccc(-c2ccc3c(c2)S(=O)(=O)c2cccc(C(=O)NC[C@@H]4CCCO4)c2C3=O)cc1OC	1	5	2	32	-0.9	2	-1.2	13	3	7	-4
COc1ccc(C#Cc2cnc3c(c2)C(=O)N([C@@H](C)CO)C[C@@H](C)[C@@H](CN(C)CC2CCOCC2)O3)cc1	-2	3	-7	-16	0.4	x	1.8	4	x	-20	-5
COc1ccc(-c2csc(C(O)c3cccc(OC)c3)n2)cc1 (stereo unspecified)	-23	13	-67	-37	0.6	x	6.9	4	x	6	-5
COc1ccc(NC(=O)CN(C)C(=O)c2ccc3ccccc3n2)cc1	5	30	13	5	0.1	x	-0.5	4	21	-2	-2
O=C(OCc1ccccc1)C1CCN(S(=O)(=O)c2cccs2)CC1	6	2	-10	-11	0.1	x	5.7	-6	x	6	-5
CCCOc1ccc(-c2nc(C#N)c(NCC3CCCO3)o2)cc1 (stereo unspecified)	-7	0	-23	-2	1.1	2	6.6	3	-31	5	-9
CC1(c2nnc(-c3ccc(F)cc3)o2)CC(c2ccc(F)cc2)=NO1 (stereo unspecified)	x	-5	-1	8	-0.2	1	0.1	0	3	11	-7
O=S(=O)(NCc1ccc2c(c1)OCO2)c1ccc2c(c1)oc1ccccc12	0	-1	8	14	-0.1	1	0.8	-2	0	28	-9
COc1ccccc1-n1cnnc1SCC(=O)N1CCN(S(=O)(=O)c2ccccc2)CC1	8	0	-7	12	-0.1	4	4.3	-3	3	-19	-6
CCN(CC)CCN(C(=O)c1ccc2c(c1)CCCC2)c1nc2c(C)cccc2s1	-5	12	11	12	-0.3	-1	-0.1	-8	13	-15	-6
COC(=O)c1ccc(COC(=O)CNC(=O)c2ccc(C)s2)cc1	-7	10	0	-8	0.3	3	-0.4	-5	x	4	-5
COc1cccc(CNC(=O)[C@@H](C)N2C(=O)N3CCc4c([nH]c5ccc(OC)cc45)C3(C)C2=O)c1 (stereo partly specified)	-1	7	13	16	0.1	1	1.1	x	-4	-6	x
CCN1CCN(c2nc(Nc3ccccc3)nc(N)c2[N+](=O)[O-])CC1	x	2	13	-4	-0.1	-1	4.7	-12	-2	3	-17
Cc1cc(C)cc(NC(=O)CCn2cnc3cc(C)c(C)cc32)c1	0	1	-23	-9	0.2	2	-0.4	1	-8	-2	-4
CCC(CO)Oc1cc(NCc2ccccc2)c2ncn(C(C)C)c2c1 (stereo unspecified)	-1	0	5	15	-0.2	x	-0.1	6	13	32	-4
CC(c1ccccc1)n1cc(C(=O)NCC2CCCO2)nn1 (stereo unspecified)	-2	1	-1	-9	-0.1	-2	1.2	4	7	2	0
Cc1ccc(OCC(=O)NC(C)c2ccccc2)cc1C (stereo unspecified)	-1	0	7	11	0.1	1	0.5	-3	-3	-21	-4
COc1ccc(CCN2CC(C(=O)N(C)Cc3cccnc3)CC2=O)cc1OC (stereo unspecified)	-2	-3	5	-5	-0.3	4	0.9	-1	4	3	-5
COc1ccc(/C=C(\NC(=O)c2ccc(OC)cc2)C(=O)N2CCCCC2)cc1	-7	-1	-37	-14	0.0	x	-0.8	1	-18	14	-2
CCCN1C(=O)c2ccc(C(=O)NC3=NCCS3)cc2C1=O	12	1	-5	-1	0.6	1	2.1	0	-2	-12	x

The final 3 compounds of the part before are carried over, then new ones follow.
SMILES	Vif imaging	Granule exo inh	HIF-2a block	Peg3 promoter	aDG glyco act	NR2E3 ag-1	iPSC survival up	PDI turbidity	TRPM1 prom inh	NR2E3 ag-2	CaV13 ICDI inh
COc1ccc(CCN2CC(C(=O)N(C)Cc3cccnc3)CC2=O)cc1OC (stereo unspecified)	-2	-3	5	-5	-0.3	4	0.9	-1	4	3	-5
COc1ccc(/C=C(\NC(=O)c2ccc(OC)cc2)C(=O)N2CCCCC2)cc1	-7	-1	-37	-14	0.0	x	-0.8	1	-18	14	-2
CCCN1C(=O)c2ccc(C(=O)NC3=NCCS3)cc2C1=O	12	1	-5	-1	0.6	1	2.1	0	-2	-12	x
Cc1cccc(OCC(=O)Nc2ccc(N3CCN(C(=O)c4ccco4)CC3)cc2)c1C	7	-3	15	5	0.5	5	-0.4	0	-3	-12	-4
CCN(CC)C(=O)CSc1nnc([C@H](Cc2c[nH]c3ccccc23)NC(=O)OC(C)(C)C)o1	2	1	6	4	0.0	-2	-1.4	56*	15	14	-4
COc1ccccc1OCC(=O)Nc1ccc(S(=O)(=O)N2CCCCCC2)cc1	-1	0	19	19	0.0	0	-0.1	8	3	3	-8
Cc1cccc(NS(=O)(=O)c2ccc(C(=O)N3CCC3)cc2)c1C	4	0	-2	14	0.0	1	-0.3	8	-6	35	-6
CC(C)(C)CC(=O)Nc1nnc(SCC(=O)N2CCCCC2)s1	8	-6	-11	-14	-0.1	-3	0.1	0	-14	-5	-7
CC1CCCC(C)N1C(=O)Cn1cc(/C=C2/C(=O)Nc3ccccc32)c2ccccc21 (stereo unspecified)	3	8	20	45	0.4	-1	3.3	1	21	-12	x
C=CCSc1nc(C)c(CC(=O)OCC(C)C)c(=O)[nH]1	1	4	19	-1	1.0	-2	0.7	-3	2	-8	x
C/C(=N\Nc1cccc2cccnc12)c1ccc(C)cc1	-4	2	-304	-324	-0.6	5	-1.1	1	-61	-66	x
O=C(NCCOc1ccccc1)c1cc2ccccc2o1	0	1	-191	-282	0.0	-3	-0.6	-4	-98	-136	-5
O=C(COc1ccccc1)n1nc(-c2ccc(Cl)cc2)nc1NCc1ccco1	-5	0	-106	-161	0.1	1	13	6	-20	-58	-5
COc1ccc(C(=S)N(C)C)cc1OC	x	-1	4	-3	0.3	-2	1.5	7	-3	12	-4
Cn1nc(C(=O)Nc2nc3ccccc3[nH]2)ccc1=O	-1	1	-215	-117	-0.1	6	-1.1	7	-69	-76	-7
